Compound activity from PubChem.
HT1080 cytotoxicity: HT1080 cell viability loss – fluorescence readout (AID 620); 87,000 tested, 0.42% active; cytotoxicity, % at 10 µM; hits with a dose series show EC50 in µM; HT1080 viability, fluorescence; higher % means a stronger effect; in the data active means cytotoxicity above about 50%;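 further: cells exposed to compound overnight then 4 h with Alamar Blue; 0% = vehicle DMSO and 100% = killing control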
Numbers without * were called inactive. Only part of the results is shown; the hit share may differ from the screen's.

canonical_smiles | HT1080 cytotoxicity
CN1CCN(C(=O)c2cc3ccccc3oc2=O)CC1 | -6%
CC(C)OC1=C(OC(C)C)C(O)(C#CCN(C(=O)/C=C/c2ccccc2)C(C)(C)C)C1=O (stereo not drawn) | -10%
CCOC(=O)c1c(NC(=O)CC)sc(C(=O)N2CCCCC2)c1C | 4%
COC(=O)c1ccc(CN2[C@H](C(=O)OC)C[C@@]3(O)[C@H](O)[C@H](O)[C@H](O)C[C@@H]23)cc1 | 14%
CC(C)CNS(=O)(=O)c1ccc(S(=O)(=O)NC2CCOC(C)(C)C2)cc1 (stereo not drawn) | 0%
COc1ccc(S(=O)(=O)NCCSC(C)(C)C)c(Cl)c1Cl | 17%
COc1cc2c(cc1OC)CN(CC(=O)Nc1ccc3c(c1)OCO3)CC2 | -12%
CCN(CC)S(=O)(=O)c1ccc2c(c1)nc(SC(C)C(N)=O)n2-c1ccc(OC)cc1 (stereo not drawn) | -14%
CCn1c(CSc2nc3ccccc3s2)nnc1SCC(=O)OC(C)(C)C | -14%
COc1ccc(CN(C(=O)CSc2nnc(-c3ccccc3C)o2)c2ccc(F)cc2)cc1 | 3%
N#CCSCC(=O)Nc1ccc(Cl)cc1 | 1%
O=C(C[n+]1ccc(C(=O)N/N=C/c2ccc(Cl)cc2Cl)cc1)c1ccccc1 | -1%
COc1ccc(NC(=O)C2CC(=O)OC23CCOC(C)(C)C3)cc1 (stereo not drawn) | -6%
O=S(=O)(Nc1ncn[nH]1)c1ccc(Cl)cc1 | -7%
O=c1[nH]c2ccc(S(=O)(=O)N3CCCCC3)cc2o1 | -9%
CCc1ccc(NC(=O)CSc2nc3cc(C(=O)OC)ccc3c(=O)n2CC2CCCO2)cc1 (stereo not drawn) | 5%

Looked up above:
CCc1ccc(NC(=O)CSc2nc3cc(C(=O)OC)ccc3c(=O)n2CC2CCCO2)cc1 (stereo not drawn) | HT1080 cytotoxicity = 5%
O=C(C[n+]1ccc(C(=O)N/N=C/c2ccc(Cl)cc2Cl)cc1)c1ccccc1 | HT1080 cytotoxicity = -1%
COc1ccc(NC(=O)C2CC(=O)OC23CCOC(C)(C)C3)cc1 (stereo not drawn) | HT1080 cytotoxicity = -6%
O=S(=O)(Nc1ncn[nH]1)c1ccc(Cl)cc1 | HT1080 cytotoxicity = -7%
N#CCSCC(=O)Nc1ccc(Cl)cc1 | HT1080 cytotoxicity = 1%

Next part
canonical_smiles | HT1080 cytotoxicity
CC1(C)NC(=O)N(CCCCOc2ccc(Br)cc2Cl)C1=O | -12%
O=c1[nH]c(CN2CCN(c3ccc(F)cc3)CC2)nc2ccccc12 | 7%
CC1CCC2(CC1)NC(CO)(CO)CO2 (stereo not drawn) | -5%
C=C(C)C1Cc2c(C)nn(-c3cccc4ccccc34)c2C1 (stereo not drawn) | -37%
CC(=O)c1ccc(N(C(=O)Cn2nnc3ccccc32)C(C(=O)NC2CCCCC2)c2cn(C)nc2C)cc1 (stereo not drawn) | -1%
CCCCNS(=O)(=O)C1CCS(=O)(=O)C1 (stereo not drawn) | -13%
O=C(Nc1nnc(Cc2ccccc2)s1)c1ccco1 | -8%
CC1(C)N=C(SCC(=O)Nc2ccc(Cl)cc2)C(c2ccc(Cl)cc2)=N1 | 2%
CCCn1c(C)cc(-c2csc(N)n2)c1C | 1%
COC(=O)c1sccc1NC(=O)c1ccc(C)o1 | 0%
Cc1nc2cc(NC(=O)COc3ccccc3C#N)ccc2n1-c1ccccc1 | 1%
O=C(C#Cc1cccc([N+](=O)[O-])c1)c1ccccc1 | 3%
O=S(=O)(c1ccccc1C(F)(F)F)N1CCC(n2cnc3ccccc32)CC1 | -1%
COCCCn1c(SCC(=O)N2CCc3ccccc32)nnc1-c1ccco1 | 18%
O=C(Oc1ccc(N(Cc2cccs2)C2=NS(=O)(=O)c3ccccc32)cc1)c1ccccc1 | 4%
O=C(NCC1(c2ccccc2)CCCC1)C(=O)N1CCOCC1 | -14%
CCOC(=O)C1=C(Cn2cnc3ccccc32)NC(=O)NC1c1ccc(OC)cc1 (stereo not drawn) | -13%
COC(=O)[C@@]1(Cc2ccccc2)[C@H]2c3cc(C(=O)N4CCCC4)n(Cc4ccc(C)o4)c3C[C@H]2CN1C(=O)c1ccccc1 | -30%
Cn1c(=O)n(C)c2cc(S(=O)(=O)NCCOCCO)ccc21 | 9%
Cc1cc(=O)oc2cc(OCC(=O)NCc3ccccn3)ccc12 | -5%
CC(=O)N(Cc1ccc(F)cc1)C1=C(NCCc2ccccc2)C(=O)c2ccccc2C1=O | 16µM*
Cc1ccc(OCCN2CCN(c3ncnc4sc(C)c(C)c34)CC2)cc1 | -6%
O=C(O)Cn1cc(C(=S)N2CCOCC2)c2ccccc21 | 12%
COc1ccc(CCNC(=O)c2c(C)cc(=O)oc2C)cc1OC | 0%
COc1ncnc2c1NC1=C(S2)C(=NCCC(=O)O)CC(C)(C)C1 | 13%
O=C(CCCN1C(=O)CCC1=O)Nc1ccccc1F | 7%
CCN(CC)CCn1c(NCc2nc3ccccc3n2Cc2ccccc2)nc2ccccc21 | -4%
CC1=C(C)CC(C(=O)NCc2ccc3c(c2)OCO3)C(C(=O)O)C1 (stereo not drawn) | -17%
CCOC(=O)c1c(N)sc2c1CCC(CC)C2 (stereo not drawn) | -12%
COc1ccccc1CN(Cc1nc2ccccc2c(=O)[nH]1)S(=O)(=O)c1ccc(C)cc1 | 21%
Cc1cccc(C=Nc2ccccc2C(N)=O)c1 | 30%
O=C(O)c1ccc2c(c1)C(=O)N(Cc1ccc3c(c1)OCO3)C2=O | -1%
CCN(CC)S(=O)(=O)c1ccc(-c2nnc(SCc3nnc(-c4ccc(C)cc4)o3)n2CC)cc1 | -8%
Cc1[nH]n(-c2ccc([N+](=O)[O-])cc2)c(=O)c1C=NCCN1CCN(C(=O)c2ccccc2)CC1 | -10%
Cc1cc(C)n(C(=O)c2ccc(C)o2)n1 | -4%
COc1ccc(CC(=O)Nc2ccc(S(=O)(=O)N(C)C)cc2)cc1OC | -11%
CC(=O)C1(C)N(O)C(C)(C)C(c2ccco2)=[N+]1[O-] (stereo not drawn) | -7%
COC(=O)c1ccccc1NC(=O)Cn1cnc2c(cnn2-c2ccc(C)c(C)c2)c1=O | -9%
CCOC(=O)Nc1nc2ccccc2s1 | 11%
CCc1cccc(OCCCCNCCO)c1 | 2%
Cc1ccc(NC2(C#N)C(=O)Nc3ccccc32)cc1 (stereo not drawn) | -61%
Cc1ccccc1NCCNc1ccccc1C | 3%
Nc1nnnn1/N=C/c1cccc(OCc2ccccc2Cl)c1 | -16%
CCNC(=O)NC(=O)C(C)OC(=O)c1cc(S(=O)(=O)N2CCCCCC2)ccc1OC (stereo not drawn) | -1%
Cc1ccc(N=Cc2ccc(N(C)C)cc2)cc1 | -6%
O=C(/C=C/NNC(=O)c1cccc(Br)c1)c1cccc(Br)c1 | 16%
CC(C)CNS(=O)(=O)c1cc(C(=O)N2CC(C)OC(C)C2)c(Cl)cc1Cl (stereo not drawn) | -18%
COc1cc2c(cc1OC)CN(CC(=O)Nc1ccc(C)cc1)CC2 | -10%

The list continues:
| SMILES | HT1080 cytotoxicity |
| --- | --- |
| Cc1sc2nc(CN3CCOCC3)nc(NS(=O)(=O)c3ccccc3)c2c1C | -3% |
| O=Cc1c(Sc2ccccc2)nc2ccccn2c1=O | 0% |
| Cc1cc(C)n(C(=O)CNc2ccc(C)c(C)c2)n1 | 4% |
| N/C(=N\OC(=O)Nc1ccc(Cl)cc1)c1ncc(C(F)(F)F)cc1Cl | -1% |
| Cc1ccc(CNC(=O)C2CCN(S(=O)(=O)c3cnc[nH]3)CC2)cc1 | -4% |
| CCOC(=O)NCN1C(=O)C2C3C=CC(C3)C2C1=O (stereo not drawn) | 15% |
| CCCCCCCCCS(=O)(=O)N/N=C/c1cccc([N+](=O)[O-])c1 | -5% |
| COc1cc(Br)cc2cc(C(=O)OC3CCN(C)CC3)c(=O)oc12 | -1% |
| CCCn1c(=O)[nH]c2ccccc21 | -7% |
| Cc1ccc(N2C(=O)N(CC(=O)N(C)Cc3ccccc3)C(=O)C2C)cc1 (stereo not drawn) | -6% |
| CCOC(=O)/C=C1\NC2(CCCCC2)Cc2cc(OC)c(OC)cc21 | 7% |
| CC(C)(C)CC(C)(C)NCC(O)COc1c(F)cc(Br)cc1F (stereo not drawn) | 1% |

A section from further up:
| SMILES | HT1080 cytotoxicity |
| --- | --- |
| Cc1sc2nc(CN3CCOCC3)nc(NS(=O)(=O)c3ccccc3)c2c1C | -3% |
| O=Cc1c(Sc2ccccc2)nc2ccccn2c1=O | 0% |
| Cc1cc(C)n(C(=O)CNc2ccc(C)c(C)c2)n1 | 4% |
| N/C(=N\OC(=O)Nc1ccc(Cl)cc1)c1ncc(C(F)(F)F)cc1Cl | -1% |
| Cc1ccc(CNC(=O)C2CCN(S(=O)(=O)c3cnc[nH]3)CC2)cc1 | -4% |
| CCOC(=O)NCN1C(=O)C2C3C=CC(C3)C2C1=O (stereo not drawn) | 15% |

The list continues.
| SMILES | HT1080 cytotoxicity |
| --- | --- |
| COc1ccc(C(=O)Nn2c(SCC(=O)NC3CCCC3)nc3ccccc3c2=O)cc1 | 7% |
| CCOC(=O)c1ccccc1NC(=O)COc1cc(=O)n(CC)c2ccccc12 | 4% |
| COCC(=O)Nc1cc(OC)cc(OC)c1 | 3% |
| Cc1cc(C)cc(NC(=S)NCC2CCCO2)c1 (stereo not drawn) | -10% |
| Cc1ccc(CNC(=O)[C@H]2C[C@@H]2[C@H](NP(=O)(c2ccccc2)c2ccccc2)c2ccccc2)c(F)c1F | -28% |
| C=CCOc1c(CNn2nnnc2N)cccc1OC | -3% |
| Cc1ccc(S(=O)(=O)CCSc2nc(C)cc(C(F)(F)F)c2C#N)cc1 | -6% |
| CC1(C)Cc2cccc(OCC(=O)Nc3cc(C(F)(F)F)ccc3N3CCOCC3)c2O1 | 0% |
| CC(=O)c1cnc2c(-c3ccc(Cl)cc3)cnn2c1C | -11% |
| CCOc1cccc2sc(NC(=O)CC)nc12 | -1% |
| O=C(NNC(=O)c1ccc(SCC2CCCO2)c([N+](=O)[O-])c1)c1ccc(F)cc1 (stereo not drawn) | 13% |
| N=c1ccn(Cc2ccccc2Cl)cc1 | -13% |
| CC(C)C(=O)N1CCN(c2ccc(NC(=O)c3cccs3)cc2)CC1 | -2% |
| Cc1ccc(CSc2nc3ncccc3[nH]2)cc1 | -8% |
| CCCCc1nnc(NC(=O)CC(=O)Nc2ccccc2C(=O)O)s1 | 18% |
| O=C(c1ccccn1)N(Cc1ccco1)C1(C(=O)NC2CCCCC2)CCCCC1 | 4% |
| O=C(Nc1ccccc1)NC1CC2CCC(C1)N2Cc1nnnn1Cc1ccc2c(c1)OCO2 (stereo not drawn) | -6% |
| COC(=O)[C@@]1(C)C=C[C@@H](Cc2ccccc2)N1C(C)=O | -24% |
| COc1cc(S(=O)(=O)NC(C)C)ccc1Cl | -5% |
| COc1ccc(CNC(=O)c2ccc(NC(=O)CC3SC(N4CCCCC4)=NC3=O)cc2)cc1 (stereo not drawn) | 4% |
| CC1C(c2ccccc2)N(C)C(c2ccccc2)CC1(O)c1ccccc1 (stereo not drawn) | 1% |
| Nc1cc(=O)[nH]c(SCC(=O)N2CCCc3ccccc32)n1 | -6% |
| CCOc1ccc(C(Nc2ccc(C)cc2)P2(=O)OCC(C)(C)CO2)cc1 (stereo not drawn) | 2% |
| Cc1cc(N2C(=O)C(O)=C(C(=O)c3cccs3)C2c2cccc(O)c2)no1 (stereo not drawn) | -8% |
| O=C(COC(=O)c1cc(-c2ccc(Cl)s2)nc2ccccc12)NCc1ccco1 | -3% |
| CCOc1cc(NC(=O)c2cnccn2)c(OCC)cc1NC(=O)c1ccc(C)cc1 | 0% |
| CCc1ccc(S(=O)(=O)Nc2c(C)nn(C)c2C)cc1 | 5% |
| Cc1cccc(C)c1Nc1nnc(SCc2cc([N+](=O)[O-])cc3c2OCOC3)s1 | 0% |
| CCOC(=O)C1=C(Cc2ccc(F)cc2)C(=O)c2ccccc2C1=O | -24% |
| COC(=O)CSc1snnc1-c1ccc(Cl)cc1Cl | -1% |
| NC(=O)C1CNc2ccccc2O1 (stereo not drawn) | -2% |
| CCN(CC)CC(=O)c1c[nH]c2ccc(OC)cc12 | -6% |
| CC(C)N=C(NC#N)SCc1ccc(Br)cc1 | -1% |
| O=C(CN1CCN(c2ccccc2)CC1)Nc1ccc(Oc2ccccc2)cc1 | -12% |
| CCOc1nc(Nc2ccc(F)cc2)nc(N2CCN(c3ccc(OC)cc3)CC2)n1 | -10% |
| COc1ccc(-c2n[nH]c(C)c2-c2cc(OC)ccc2O)cc1 | -6% |
| CCOc1ccc(C(=O)CSc2nnc3ccccn23)cc1 | -7% |
| O=C(CSc1nnc(-c2ccncc2)n1CCc1ccccc1)NCc1ccccc1 | -4% |
| COc1ccc(/C=C\C(=O)CC(O)(c2ccccc2)C(F)(F)F)cc1 (stereo not drawn) | -9% |
| Cc1ccc(NS(=O)(=O)c2ccc(CCC(=O)NCCO)cc2)cc1 | -6% |
| COC(=O)CSc1nnc(-c2cccnc2)o1 | -21% |
| O=C1c2ccccc2C(=O)N1CCSc1ncn[nH]1 | 4% |
| O=c1cc(C(F)(F)F)oc2c1ccc1ccccc12 | 3% |
| Cn1cc(CNC(=O)c2sc3cccc(Cl)c3c2Cl)cn1 | 11% |
| CC1CCCCN1CCCNC(=O)c1ccc2c(=O)n(CCc3ccccc3)c(=O)[nH]c2c1 (stereo not drawn) | -4% |
| CCCCS/C(N)=N/N=C/c1ccccc1O | 1% |
| COc1ccc(N(CC(O)CN2C(=O)NC(C)(C)C2=O)S(=O)(=O)c2ccc(C)cc2)cc1 (stereo not drawn) | 0% |
| CCC(C)NS(=O)(=O)c1ccc(OCC(=O)N2CCC(C)CC2)cc1 (stereo not drawn) | -3% |
| COc1ccc(C2=CC(=O)OC3(CCCC3)O2)cc1 | 11% |
| Cn1nc(-c2ccc(Cl)cc2)nc2c(=O)n(C)c(=O)nc1-2 | 51%* |
| O=c1c2ccccc2nc(CSc2nnnn2-c2ccccc2)n1-c1cccc(C(F)(F)F)c1 | -8% |
| CCOC(=O)c1c(C)[nH]c(C)c1C(=O)CN1C(=O)NC2(CCC(C)CC2)C1=O (stereo not drawn) | 5% |
| CCOCC(=O)Nc1nc2ccccc2s1 | 13% |
| CCc1ccc(NC(=O)CNC(=O)c2cn(-c3ccccc3OC)c(=O)c3ccccc23)cc1 | -15% |
| O=C(NCCc1ccccc1)c1nc2ncccn2n1 | -3% |
